SMN2 splice enh: SMN2 splice variant enhancement; Potency, µM (top dose mostly 46.1 µM), without a hit: at the highest dose activity change, positive = activation, actives largely listed as activators; HEK293 SMN2-luciferase splicing reporter, luminescence, 30-36 h; AID 1458; hit rate 2.8% among 210,000; also: % of control where 0% means no effect; nearly all actives have a fitted effect of over 55% in size
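qHTS luciferase splicing reporter: luminescence rises when SMN2 exon 7 is included in transfected HEK293 cells. Compound exposure lasted 30-36 h at 37C, with 4.5 mM final sodium butyrate as control, followed by a ONE-Glo read.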
aGal spleen mod: inhibitors or activators of human alpha-galactosidase in spleen homogenate; P06280; human spleen homogenate, 4MU-alpha-Gal fluorescence, 40 min; Potency, µM (titrated, usually from 80 µM), without a hit: top-dose activity change, negative = inhibition, usual class: inhibitors; hit rate 0.008% among 240,000;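 also: 0% = enzyme with vehicle and -100% = no enzyme basal signal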
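Human spleen homogenate (1 ug) was the enzyme source, with 4-methylumbelliferyl-alpha-D-galactopyranoside (1 mM final) in pH 5.0 citrate buffer with 0.01% Tween-20. Compounds were titrated; after 40 min at 37C, NaOH/glycine stop, 4-MU fluorescence read; AC50 from Hill fits.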
GoLoco inh red: blocks human Gai1 binding to RGS12 GoLoco peptide, red readout. Potency, µM (top dose mostly 61.6 µM), without a hit: at the top dose activity, negative = inhibition, most hits filed as inhibitors. hit rate 0.44% among 230,000. P63096. AID 880. Gai1:RGS12 GoLoco peptide FP, rhodamine, 10 min; active = well fitted inhibition curve with a large enough effect, not every such curve was filed as active; inactive = no such curve, though single readings can be large or run the other way; also: % is scaled to controls: 0 for no effect and ±100 for the full control effect; nearly all actives have a fitted effect of over 30% in size; many of its hits are not listed in these tables
Target sequence (P63096 whole entry, looked up): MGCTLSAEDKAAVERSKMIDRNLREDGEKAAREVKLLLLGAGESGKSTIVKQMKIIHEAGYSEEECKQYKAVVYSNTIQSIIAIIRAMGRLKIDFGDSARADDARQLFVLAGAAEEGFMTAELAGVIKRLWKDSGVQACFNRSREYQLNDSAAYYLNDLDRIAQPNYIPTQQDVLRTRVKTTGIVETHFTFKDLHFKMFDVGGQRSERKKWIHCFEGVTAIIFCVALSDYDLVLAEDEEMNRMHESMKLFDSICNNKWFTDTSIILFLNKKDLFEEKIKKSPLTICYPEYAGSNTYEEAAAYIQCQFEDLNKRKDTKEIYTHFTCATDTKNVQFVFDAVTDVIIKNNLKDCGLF
GAA spleen mod: inhibitors or activators of human alpha-glucosidase in spleen homogenate; P10253; human spleen homogenate, 4-MU-alpha-glucoside fluorescence; Potency, µM (highest dose often 79.9 µM), without a hit: top-dose activity change, negative = inhibition, hits mostly inhibitors; hit rate 0.006% among 240,000; AID 2112;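 also: 0% = enzyme with vehicle and -100% = no enzyme basal signal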
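Human spleen homogenate (1 ug) with 4-methylumbelliferyl-alpha-D-glucopyranoside (1 mM final) in 50 mM citrate/phosphate pH 5.0, 0.01% Tween-20; 40 min at 37 C. Stopped at pH 10; 4-MU fluorescence Ex 365/Em 440 nm; AC50 by Hill fit.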
GAA glycogen mod: GAA glycogen-cleavage inhibition or activation. P10253. recombinant GAA, glycogen substrate, Amplex Red glucose oxidase fluorescence. Potency, µM (top dose mostly 76.4 µM), for the others: at the highest dose activity change, negative = inhibition, most hits filed as inhibitors. hit rate 0.38% among 300,000. AID 2100;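 also: 0% = full enzyme reaction and -100% = no-enzyme basal signal; the screen sought inhibitors and activators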
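qHTS, 1536-well; enzyme 4 nM final; cpd up to 77 uM; substrate bovine liver glycogen 30 ug; 50 mM citrate/phosphate pH 5.0, 0.01% Tween-20; 37 C, 40 min; Amplex Red detection 45 min RT; Hill fit → AC50.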
ALDH1A1 block: inhibitors of human aldehyde dehydrogenase 1A1; P00352; Purified ALDH1A1, NADH fluorescence, propionaldehyde substrate; Potency, µM (doses to about 75.3 µM), inactives show at the highest dose activity, negative = inhibition, most hits filed as inhibitors; hit rate 7.3% among 220,000; active = well fitted inhibition curve with a large enough effect, not every such curve was filed as active; inconclusive = small, poorly fitted or top-dose-only effect, or another doubt; inactive = no such curve, though single readings can be large or run the other way;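 also: plate controls were no enzyme wells and a reference inhibitor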
Target sequence (P00352 whole entry, looked up): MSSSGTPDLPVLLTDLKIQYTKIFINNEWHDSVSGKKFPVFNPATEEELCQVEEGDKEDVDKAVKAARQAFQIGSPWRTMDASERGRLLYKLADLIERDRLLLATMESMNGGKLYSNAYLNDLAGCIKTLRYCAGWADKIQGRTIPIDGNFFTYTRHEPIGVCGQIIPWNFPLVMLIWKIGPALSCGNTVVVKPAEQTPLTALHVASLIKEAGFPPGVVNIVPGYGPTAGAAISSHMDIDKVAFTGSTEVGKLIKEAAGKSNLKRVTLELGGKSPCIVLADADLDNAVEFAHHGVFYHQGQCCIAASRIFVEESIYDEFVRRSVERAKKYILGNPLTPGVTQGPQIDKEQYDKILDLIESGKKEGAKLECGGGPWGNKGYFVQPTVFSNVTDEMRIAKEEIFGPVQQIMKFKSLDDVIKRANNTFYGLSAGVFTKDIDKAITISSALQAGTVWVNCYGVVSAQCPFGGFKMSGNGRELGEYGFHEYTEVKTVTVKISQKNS
GAA inhib: alpha-glucosidase (human) inhibition; hit rate 0.005% among 200,000; Potency, µM (highest dose often 76.9 µM), inactives show top-dose activity change, negative = inhibition, most hits filed as inhibitors; AID 1466; P10253; purified human GAA, 4-MU-alpha-glucoside fluorescence;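 also: plate controls were uninhibited enzyme wells for no effect and no-enzyme background for full effect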
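Read-out is 4-methylumbelliferone fluorescence (Ex 365/Em 440 nm) after NaOH/glycine stop at pH 10. Enzyme 4 nM, substrate 400 uM, pH 5.0 citrate buffer, 20 min room temperature; AC50 from Hill-equation concentration-response.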
KDM4E inh: JMJD2E (human) inhibition. Potency, µM (doses to about 57.1 µM), inactives show top-dose activity change, negative = inhibition, actives largely listed as inhibitors. hit rate 1.6% among 230,000. AID 2147. JMJD2E catalytic domain, FDH-coupled NADH fluorescence (FDH is formaldehyde dehydrogenase). B2RXH2; active = well fitted inhibition curve with a large enough effect, not every such curve was filed as active; inconclusive = small, poorly fitted or top-dose-only effect, or another doubt; inactive = no such curve, though single readings can be large or run the other way;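 also: 0% = wells with enzyme and -100% = buffer wells without enzyme; nearly all actives have a fitted effect of over 50% in size; many of its hits are not listed in these tables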
* hit, by the source's call; ? = inconclusive; . = no result given; [ ] = dose if it differs, or a comment. Unless noted, calls follow the shape of the dose curve; as a rule, active = well fitted curve in the direction sought with a large enough effect; inconclusive = small, poorly fitted or top-dose-only effect, or another doubt; inactive = no such curve, though single readings can be large; an effect the other way counts as inactive or inconclusive. Potency is read from the fitted curve at half-maximal effect.

SMILES	SMN2 splice enh	aGal spleen mod	GoLoco inh red	GAA spleen mod	GAA glycogen mod	ALDH1A1 block	GAA inhib	KDM4E inh
CCSc1nnc(NC(=O)C(NC(=O)c2ccc(Cl)cc2)C(C)C)s1 (stereo not given)	-5%	2%	-6%	6%	7%	4%	-1%	?
COc1ccc(C2CC(=O)Nc3n[nH]c(-c4ccccc4)c32)cc1OC (stereo not given)	.	8%	-6%	5%	-11%	6%	-2%	3%
O=C(Nc1nnc(SCc2ccc(F)cc2)s1)c1ccc2c(c1)C(=O)N(c1ccccc1Cl)C2=O	7%	-1%	14%	-5%	8%	1.3µM*	-2%	4%
CC(=O)NC1=NN(C(C)=O)C(c2sccc2C)S1 (stereo not given)	-9%	3%	-9%	-4%	4%	?	-1%	8%
O=C(O)c1cc2c(s1)-c1ccccc1CC2	-13%[1.84 µM]	1%	9%	1%	0%	?	2%	?
O=C(CN1CCN(S(=O)(=O)c2ccccc2)CC1)Nc1ccc2c(c1)OCO2	13%	13%	1%	-14%	-3%	-7%	0%	-2%
N=C1N(/N=C/c2ccccc2)C(=Nc2ccccc2)C(=S)N1c1ccccc1	?	-14%	22%	5%	-15%	?	0%	6%
O=c1c2cc(Br)ccc2[nH]c(=S)n1Cc1ccccn1	4%	1%	11%	-9%	3%	?	-2%	3%
COc1ccccc1NC(=O)COC(=O)C1CCN(/C=C/C(=O)C(F)(F)F)CC1	1%	-2%	-7%	1%	0%	9%	2%	-10%
CCSc1cc(N2CCCC2)nc(-c2ccc(C)cc2)n1	-18%	-1%	-7%	-1%	-2%	13%	-3%	-2%
Cc1noc(C)c1C(=O)N1CCC2(CCCN(Cc3nccs3)C2)CC1	-17%	-4%	-4%	-15%	.	-1%	.	.
Cc1cccc(N(C(=O)c2snc(C(N)=O)c2N)C(C)C(=O)NCC2CCCO2)c1 (stereo not given)	-6%	6%	6%	0%	-5%	?	12%	?
CN(C)/N=C/c1cc([N+](=O)[O-])ccc1O	17%	-1%	10%	2%	5%	-1%	5%	-5%
O=C(CSc1ccc2nnc(-c3ccccn3)n2n1)N1CCOCC1	5%	10%	-1%	6%	-8%	?	-5%	?
NC(=O)Cc1nc(-c2ccc(Br)cc2)cs1	-13%	9%	1%	16%	-3%	10%	5%	4%
COCCNC(=O)COc1ccccc1C	-10%	-12%	0%	-5%	-7%	8%	-4%	2%
C=CCOCCN(CCOCC=C)C1=NS(=O)(=O)c2ccccc21	.	3%	-6%	3%	6%	-12%	-10%	1%
O=C(COC(=O)C1=COCCO1)NC(=O)c1ccc(OC(F)F)cc1	9%	-1%	-9%	-3%	3%	2%	-2%	-5%
O=C(Cn1c(-c2cscn2)nc2ccccc21)Nc1ccccc1F	-20%	2%	5%	-3%	11%	-5%	-1%	?
CN(CC(=O)N1CCCCC1)S(=O)(=O)c1cccc2cccnc12	-5%	0%	8%	1%	-3%	?	-1%	2%
O=C1OCCC1Sc1ncnc2sccc12 (stereo not given)	-4%	1%	-4%	-4%	1%	-5%	2%	0%
O=C(c1ccccn1)N1CCN(c2cccc(C(F)(F)F)c2)CC1	3%	-6%	1%	0%	2%	1%	9%	-3%
Cc1cccn2c(CN3CCCC(c4ccccc4)C3)c(C(=O)N3CCOCC3)nc12 (stereo not given)	.	-4%	14%	-5%	12%	0%	-3%	0%
CC1=C(C(=O)Nc2ccccc2)C(c2ccc(N(C)C)cc2)NC(=O)N1 (stereo not given)	9%	-3%	-4%	-14%	-26%	-3%	-12%	6%
Cc1ccc(OCc2nnc(SC3CCc4ccccc4C3=O)n2C)cc1 (stereo not given)	-61%[inhibitor]	-4%	-37%	-6%	6%	13%	6%	-5%
CCOC(=O)C(C)(C)C(=O)C(C)(C)C(O)c1ccccn1 (stereo not given)	11%	7%	7%	-1%	1%	-4%	9%	5%
O=C(CCc1c[nH]c2ccccc12)Nc1ccc(S(=O)(=O)Nc2ncccn2)cc1	12%	9%	16%	12%	-4%	5%	0%	-14%
Clc1ccc(-n2ncc3c(NCc4ccccn4)ncnc32)cc1	5%	13%	18%	9%	2%	?	-8%	?
CCCSc1nsc(NC(=O)c2cccnc2OCC)n1	2%	3%	8%	6%	-6%	?	1%	?
Cc1[nH]c(C)c(Cl)c(=O)c1Cl	-3%	7%	-3%	1%	.	-3%	.	4%
Cc1cccc(Nc2ccc([N+](=O)[O-])cc2C(=O)O)c1	6%	6%	8%	-7%	-2%	-10%	-3%	7%
CCN(CC)S(=O)(=O)c1ccc2oc(SCC3CN=C(c4ccc(OC)cc4)S3)nc2c1 (stereo not given)	-57%[inhibitor]	2%	13%	4%	-1%	22µM*	-6%	?
CCCCOc1ccc(C(CC(=O)NC)C(=O)O)cc1 (stereo not given)	-5%	-1%	2%	-3%	-11%	11%	3%	4%
O=C(Cc1n[nH]c(=O)[nH]c1=O)N/N=C/c1cccc(Cl)c1	.	-5%	0%	3%	8%	4%	0%[15.4 µM]	-13%
CN(C)c1ccc(/C=[N+](\[O-])C2SC(=S)N(C)C2(C)C)cc1 (stereo not given)	-3%	-12%	5%	-8%	-14%	0.45µM*	?	?
CCOC(=O)C1(Cc2ccccc2C(F)(F)F)CCN(C2CCSC2)CC1 (stereo not given)	.	-5%	6%	-10%	-9%	6%	.	2%
COc1ccc(C2CC(=O)C=C(NCc3ccccc3)C2)cc1 (stereo not given)	.	8%	-1%	-3%	6%	-5%	-2%[15.4 µM]	-18%
CN(C)c1ccc(/C=N/n2cnn(Cc3ccccc3Cl)c2=S)cc1	0%	-1%	7%	-10%	-4%	?	-1%	?
COc1cc(NC(=S)N2CCCCC2C)cc(OC)c1OC (stereo not given)	-10%	13%	5%	9%	-25%	15%	8%	-5%
COc1cc(/C=C(\C#N)C(=O)c2ccc(O)c(O)c2)cc(I)c1O	?	-5%	214%[activator]	-11%	.	?	.	10µM*
Cc1ccc(-c2cc(C(=O)NCc3ccccn3)no2)cc1	28µM*	2%	10%	-7%	8%	-14%	2%	-4%
COCCn1c(=O)c(CCc2ccccc2)nc2cnc(N(C)C)nc21	.	13%	-2%	-4%	.	?	.	.
O=C1N/C(=C/c2cccs2)C(=O)N1Cc1ccccc1F	-8%	-6%	18%	-1%	-9%	?	4%	-4%
CC(=O)NC(Cc1ccccc1)C(=O)N1CCN(C(=O)c2ccco2)CC1 (stereo not given)	-9%	9%	-17%	-5%	-12%	10µM*	-11%	-2%
Cc1cccc(NC(=O)NC(C)CCc2ccccc2)c1 (stereo not given)	8%	2%	-3%	2%	-3%	-12%	-6%	-15%
Cc1ccc(C(=O)N2CCc3ccccc32)cc1	?	-5%	-14%	-1%	-1%	6%	-2%	-7%
Cc1c(C=O)c2ccccc2n1CC(=O)NC(C)c1ccccc1 (stereo not given)	-27%	-8%	12%	-16%	-11%	-5%	11%	1%
CC(Oc1ccc(Br)cc1)C(=O)NCc1ccccn1 (stereo not given)	0%	-1%	-9%	-2%	10%	4%	2%	-2%
Cc1ccc(C)n1C(Cc1ccccc1)C(=O)O (stereo not given)	4%	-2%	9%	-5%	13%	-3%	-10%	?
O=[N+]([O-])/C(C(Cl)=C(Cl)Cl)=C(\Sc1ccccc1)N1CCCCC1	.	-4%	4%	-7%	-1%	?	1%	-28%
Carrying on:
SMILES	SMN2 splice enh	aGal spleen mod	GoLoco inh red	GAA spleen mod	GAA glycogen mod	ALDH1A1 block	GAA inhib	KDM4E inh
Cc1cc(C(=O)N/N=C/c2cccc([N+](=O)[O-])c2)c2ccccc2n1	2%	10%	2%	-3%	12%	?	-7%	-6%
Cc1cc(C)n(C(=O)CCCn2cc([N+](=O)[O-])cn2)n1	-4%	4%	0%	.	2%	?	3%	3%
O=C(CS(=O)(=O)c1ccccc1)Nc1ccc(Br)cn1	8%	3%	9%	2%	14%	?	0%	4%
O=C(COc1ccc(Br)cc1CNCCc1ccccc1)NCc1ccccc1	-5%	0%	3%	3%	8%	?	-8%	6%
O=C(/C=C/c1ccccc1)NNC(=O)c1cccs1	.	5%	7%	0%	0%	-3%	-6%	-5%
COc1ccc2c(c1)[nH]c1c(=O)n(/N=C/c3ccc(OC)c(COc4ccccn4)c3)cnc12	4%	-7%	12%	-2%	15%	5%	-4%	3%
CC(=O)N(c1ccccc1)c1ccc([N+](=O)[O-])cc1[N+](=O)[O-]	6%	-12%	12%	-2%	10%	4%	-1%	-1%
CC1=Nc2ccccc2N=C(NC(=O)CSC(=S)N2CCN(C)CC2)C1c1ccccc1 (stereo not given)	.	5%	9%	-7%	?	?	10%[15.4 µM]	12%
COc1cc(CNCc2ccco2)ccc1OCc1ccccc1	-4%	-5%	5%	-7%	-7%	-9%	-1%	-12%
CC(C)N(C(=O)CSc1nc2ccccc2n1Cc1ccccc1F)C(C)C	-61%[inhibitor]	7%	2%	1%	2%	7%	1%	4%

3 compounds already listed, sorted by count of non-hydrogen atoms, high to low.
SMILES	SMN2 splice enh	aGal spleen mod	GoLoco inh red	GAA spleen mod	GAA glycogen mod	ALDH1A1 block	GAA inhib	KDM4E inh
Cc1noc(C)c1C(=O)N1CCC2(CCCN(Cc3nccs3)C2)CC1	-17%	-4%	-4%	-15%	.	-1%	.	.
O=C(COC(=O)C1=COCCO1)NC(=O)c1ccc(OC(F)F)cc1	9%	-1%	-9%	-3%	3%	2%	-2%	-5%
Cc1[nH]c(C)c(Cl)c(=O)c1Cl	-3%	7%	-3%	1%	.	-3%	.	4%

(continued)
SMILES	SMN2 splice enh	aGal spleen mod	GoLoco inh red	GAA spleen mod	GAA glycogen mod	ALDH1A1 block	GAA inhib	KDM4E inh
COc1cccc(N2CCN(CC(=O)C34CC5CC(CC(C5)C3)C4)CC2)c1	-43%[inhibitor]	15%	2%	6%	25%	16µM*	-5%	-2%
NS(=O)(=O)c1ccc(CCNC(=O)CC(NC(=O)c2ccccc2Cl)c2ccccc2)cc1 (stereo not given)	.	8%	6%	1%	5%	.	.	-2%
CC(OC(=O)c1nsc(Cl)c1Cl)C(=O)NCc1ccc2c(c1)OCO2 (stereo not given)	0%	-1%	3%	-4%	5%	?	1%	9%
COCCn1nnnc1C(c1ccccn1)N1CCN(c2cc(Cl)ccc2C)CC1 (stereo not given)	10%	6%	7%	1%	-3%	-8%	-2%	-5%

Screens: PubChem, National Center for Advancing Translational Sciences (NCATS)

These rows are one share of the data (hit frequency here may not be typical).
